Screens as filed in PubChem BioAssay.
All columns: NCI-60 one-dose screen, growth in % after 48 h at 10 µM unless noted; 100 = growth as untreated, 0 = no growth, -100 = all killed.
BT-549 – BT-549 breast cancer. actives 4.4% (n = 78,000)
HS 578T – HS 578T breast cancer; actives 4.1% (n = 78,000)
MALME-3M – MALME-3M melanoma; actives 5.8% (n = 78,000); AID 1794766
MDA-MB-231 – MDA-MB-231 breast cancer. actives 5% (n = 81,000). AID 1794789
T-47D – T-47D breast cancer; actives 5% (n = 79,000)
MCF7 – MCF7 breast cancer. actives 6.3% (n = 82,000). AID 1794796
MDA-MB-468 – MDA-MB-468 breast cancer; actives 8.5% (n = 78,000)
LOX IMVI – LOX IMVI melanoma | AID 1794757 | actives 7.4% (n = 79,000)
Numbers without * were called inactive; nt = no result given. The calls were made as follows: active = growth percent below 10; inactive = the rest.

SMILES	BT-549	HS 578T	MALME-3M	MDA-MB-231	T-47D	MCF7	MDA-MB-468	LOX IMVI
CCOC(=O)C1=C(C(=O)c2cccc3ccccc23)C(c2cccc([N+](=O)[O-])c2)C(C(=O)c2cccc3ccccc23)=C(C(=O)OCC)N1	94	90	90	nt	nt	69	132	100
COc1ccc(-c2[nH]c3ccccc3c(=O)c2O)cc1	83	96	79	70	48	46	62	49
O=C(O)Cc1ccc(NC(=O)c2cc(Cl)ccc2Nc2ccnc(C(F)(F)F)c2)cc1	104	126	118	99	102	85	104	105
COc1cccc(CNc2c3ccccc3nc3ccccc23)c1OC	60	64	51	42	48	10	1.1*	13
COc1ccc(OC)c([N+](=O)[O-])c1C=O	117	90	108	107	56	38	82	83
Cc1ccc(SC2c3ccc(C)cc3Oc3nc(N)c(C#N)c(N)c32)cc1 (stereo unspecified)	79	96	32	70	17	5.1*	-37*	38
CCOC(=O)C(C(C)=O)C(C)C(C(C)=O)C(=O)OCC (stereo unspecified)	nt	102	97	108	99	98	109	101
O=C1/C(=C\c2ccccc2Cl)N=C(c2cnccn2)N1c1cccc2cccnc12	86	94	90	92	81	95	106	79
O=C(NCc1ccccc1)c1ccccc1C(=O)NCc1ccccc1	95	101	117	97	95	98	107	100
COc1ccc(C2=NN(C=O)C(c3ccc(OCCN(C)C)c(OC)c3)C2)cc1 (stereo unspecified)	73	93	93	101	78	95	100	97
O=C(Nc1ccc(NC(=O)c2ccccc2)cc1)c1ccccc1	nt	110	119	93	116	98	103	106
Cc1c(N)cccc1C(=O)O	108	93	98	108	105	101	124	99
O=C(/C=C/c1cccc(O)c1)c1ccccc1O	85	87	nt	80	91	64	85	nt
C=C1CC[C@@H]2[C@]3(C)COC(c4ccco4)O[C@@H]3CC[C@@]2(C)[C@@H]1C/C=C1/C(=O)OCC1OC(C)=O (stereo partly specified)	-4.4*	67	-60*	49	45	13	-2.4*	-100*
Cc1cc(C)c2[nH]c(=O)c(C(c3nnnn3Cc3ccc(F)cc3)N3CCN(C4CCCCC4)CC3)cc2c1 (stereo unspecified)	79	83	102	100	102	87	56	93
CC(C)(C)C(=O)/C=C/c1cccc(Oc2ccccc2)c1	105	95	105	106	61	62	101	69
O=c1[nH]c(=S)[nH]c(O)c1/C=C1\C=c2ccccc2=N\C1=N\c1nccs1	93	91	89	88	85	31	74	88
Cc1ccc2oc(=O)cc(C)c2c1	117	109	107	110	103	98	105	99
CC1(C)CCc2cc(-c3ccn(S(=O)(=O)c4ccc(Cl)cc4Cl)n3)ccc2O1	nt	99	85	93	77	87	82	104
CN1C(=O)C(O)(CC(=O)c2cc3ccccc3oc2=O)c2ccccc21 (stereo unspecified)	105	99	95	92	103	67	83	88
CC(=O)N[C@@H](CNC(=O)c1cc(NC(=O)c2cc(NC(=O)c3cc(NC(=O)c4nccn4C)cn3C)cn2C)cn1C)CC(=O)Nc1cn(C)c(C(=O)Nc2cc(C(=O)Nc3cc(C(=O)Nc4cc(C(=O)NCCCN(C)CCCNC(=O)c5cccc(C(=O)O)c5)n(C)c4)n(C)c3)n(C)c2)n1	nt	nt	122	113	42	78	71	81
C=CCn1c(O)c(N=Nc2nc(-c3cc4ccccc4oc3=O)cs2)c2ccccc21	67	27	104	-25*	89	33	70	70
O=c1c2cc(F)ccc2sc2c(N3CCCC3)nc3ccccc3c12	98	107	123	100	95	81	110	98
O=C(O)c1ccc2c3c(cccc13)CC2	108	121	122	98	105	101	107	105
CC(C)(C)CC(=O)O	108	92	94	107	97	97	103	94

An excerpt of these results, with values under each structure.
Sequence of screens – BT-549, HS 578T, MALME-3M, MDA-MB-231, T-47D, MCF7, MDA-MB-468, LOX IMVI
- COc1cccc(CNc2c3ccccc3nc3ccccc23)c1OC
 : 60, 64, 51, 42, 48, 10, 1.1*, 13
- COc1ccc(OC)c([N+](=O)[O-])c1C=O
 : 117, 90, 108, 107, 56, 38, 82, 83
- Cc1ccc(SC2c3ccc(C)cc3Oc3nc(N)c(C#N)c(N)c32)cc1 (stereo unspecified)
 : 79, 96, 32, 70, 17, 5.1*, -37*, 38
- CCOC(=O)C(C(C)=O)C(C)C(C(C)=O)C(=O)OCC (stereo unspecified)
 : nt, 102, 97, 108, 99, 98, 109, 101
- O=C1/C(=C\c2ccccc2Cl)N=C(c2cnccn2)N1c1cccc2cccnc12
 : 86, 94, 90, 92, 81, 95, 106, 79
- O=C(NCc1ccccc1)c1ccccc1C(=O)NCc1ccccc1
 : 95, 101, 117, 97, 95, 98, 107, 100
- COc1ccc(C2=NN(C=O)C(c3ccc(OCCN(C)C)c(OC)c3)C2)cc1 (stereo unspecified)
 : 73, 93, 93, 101, 78, 95, 100, 97
- O=C(Nc1ccc(NC(=O)c2ccccc2)cc1)c1ccccc1
 : nt, 110, 119, 93, 116, 98, 103, 106
- Cc1c(N)cccc1C(=O)O
 : 108, 93, 98, 108, 105, 101, 124, 99
- O=C(/C=C/c1cccc(O)c1)c1ccccc1O
 : 85, 87, nt, 80, 91, 64, 85, nt
- C=C1CC[C@@H]2[C@]3(C)COC(c4ccco4)O[C@@H]3CC[C@@]2(C)[C@@H]1C/C=C1/C(=O)OCC1OC(C)=O (stereo partly specified)
 : -4.4*, 67, -60*, 49, 45, 13, -2.4*, -100*
- Cc1cc(C)c2[nH]c(=O)c(C(c3nnnn3Cc3ccc(F)cc3)N3CCN(C4CCCCC4)CC3)cc2c1 (stereo unspecified)
 : 79, 83, 102, 100, 102, 87, 56, 93
- CC(C)(C)C(=O)/C=C/c1cccc(Oc2ccccc2)c1
 : 105, 95, 105, 106, 61, 62, 101, 69
- O=c1[nH]c(=S)[nH]c(O)c1/C=C1\C=c2ccccc2=N\C1=N\c1nccs1
 : 93, 91, 89, 88, 85, 31, 74, 88
- Cc1ccc2oc(=O)cc(C)c2c1
 : 117, 109, 107, 110, 103, 98, 105, 99
- CC1(C)CCc2cc(-c3ccn(S(=O)(=O)c4ccc(Cl)cc4Cl)n3)ccc2O1
 : nt, 99, 85, 93, 77, 87, 82, 104
- CN1C(=O)C(O)(CC(=O)c2cc3ccccc3oc2=O)c2ccccc21 (stereo unspecified)
 : 105, 99, 95, 92, 103, 67, 83, 88
- CC(=O)N[C@@H](CNC(=O)c1cc(NC(=O)c2cc(NC(=O)c3cc(NC(=O)c4nccn4C)cn3C)cn2C)cn1C)CC(=O)Nc1cn(C)c(C(=O)Nc2cc(C(=O)Nc3cc(C(=O)Nc4cc(C(=O)NCCCN(C)CCCNC(=O)c5cccc(C(=O)O)c5)n(C)c4)n(C)c3)n(C)c2)n1
 : nt, nt, 122, 113, 42, 78, 71, 81
- C=CCn1c(O)c(N=Nc2nc(-c3cc4ccccc4oc3=O)cs2)c2ccccc21
 : 67, 27, 104, -25*, 89, 33, 70, 70
- O=c1c2cc(F)ccc2sc2c(N3CCCC3)nc3ccccc3c12
 : 98, 107, 123, 100, 95, 81, 110, 98
- O=C(O)c1ccc2c3c(cccc13)CC2
 : 108, 121, 122, 98, 105, 101, 107, 105
- CC(C)(C)CC(=O)O
 : 108, 92, 94, 107, 97, 97, 103, 94

The main list resumes; the 3 compounds before the break are reprinted first.
SMILES	BT-549	HS 578T	MALME-3M	MDA-MB-231	T-47D	MCF7	MDA-MB-468	LOX IMVI
O=c1c2cc(F)ccc2sc2c(N3CCCC3)nc3ccccc3c12	98	107	123	100	95	81	110	98
O=C(O)c1ccc2c3c(cccc13)CC2	108	121	122	98	105	101	107	105
CC(C)(C)CC(=O)O	108	92	94	107	97	97	103	94
CCn1cc(C(=O)O)c(=O)c2cc(F)c(N3CCN(C(=O)CSc4nc(-c5ccc(Cl)cc5)c(C#N)c(=O)[nH]4)CC3)cc21	92	86	128	138	93	93	108	97
CCOC(=O)c1nn(-c2ccccc2)cc1O	80	111	98	104	112	93	98	105
COc1ccccc1-n1c(-c2ccc(O)cc2C)cn2c3c(=O)[nH]c(=O)n(C)c3nc12	135	50	98	65	77	92	89	73
CC(=O)CC(=O)c1ccc(-c2ccccc2)cc1	91	99	88	94	73	86	107	77
CN(CC(=O)N(Cc1ccc(C2CCCCC2)cc1)c1ccc(C(=O)O)cc1)S(=O)(=O)c1c(F)c(F)c(F)c(F)c1F	75	18	62	-29*	-6.9*	11	-87*	-64*
Nc1cccc(-c2nc3sccn3c2-c2ccnc(NCCCNS(=O)(=O)c3ccc(C(F)(F)F)cc3)n2)c1	0.8*	12	-2.2*	21	-17*	2.1*	0.6*	-30*
Cc1ccc2c(-c3cc(-c4ccccc4)nc(N)c3C#N)cc(=O)oc2c1	76	90	95	101	86	100	103	92
Cc1nc(NC(=O)Nc2ccccc2)sc1C(=O)NNC(=O)Nc1ccccc1	108	92	124	86	88	93	104	86
CCOC(=O)CCC[P+](c1ccccc1)(c1ccccc1)c1ccccc1	nt	93	75	81	27	60	6.6*	83
NC(N)=Nc1nc2ccc(Cl)cc2[nH]1	99	107	109	109	103	97	102	106
CS(=O)(=O)c1cccc(-c2c(-c3cccc(OCc4ccc(F)cc4)c3)nc3sccn23)c1	100	57	109	63	50	83	90	69
COc1ccc(/C=C2\SC(=S)NC2=O)cc1OC	86	72	94	89	58	87	91	80
Clc1ccc(-n2on2-c2ccc(Cl)cc2)cc1	nt	100	98	88	76	67	97	95
CS(=O)(=O)c1ccc(-c2[nH]c3ccc(F)cc3c2/C=N/O)cc1	91	92	105	89	nt	83	94	95
CCOC(=O)c1cn2ncnc(Oc3ccc(NC(=O)Nc4ccc(Cl)c(C(F)(F)F)c4)cc3)c2c1C	107	76	86	82	41	81	75	95
COc1ccc(-c2nc(SCC(=O)c3ccc(C#N)cc3)[nH]c(=O)c2C#N)cc1	96	90	96	98	77	92	92	95
CC(=O)O[C@H]1CC[C@]2(C)[C@H]3CC[C@]4(C)[C@@H](C(C)=O)CC[C@H]4[C@@H]3C[C@@H]3O[C@@]32C1	131	72	106	112	101	104	102	94
CCOC(=O)c1c(C)oc2ncnc(N3CCN(CC(=O)Nc4ccc([N+](=O)[O-])cc4)CC3)c12	111	96	111	97	88	94	104	95
O=c1[nH]c(-c2ccc(-n3c(=O)[nH]c4ccccc4c3=O)cc2)nc(=S)[nH]1	79	nt	94	nt	100	95	95	nt
COc1ccc([C@H](OC)[C@@]2(Cc3ccc(O)cc3)N=C(N)N(C)C2=O)cc1	92	91	104	104	88	101	99	97
CC(C)Oc1ccc(C(=O)OCCN2CCCC2C)cc1 (stereo unspecified)	111	109	100	119	110	102	104	92
CC(C)CC(NC(=O)OCc1ccccc1)(C(=O)O)C(=O)O	101	99	106	100	91	91	98	93
CCOC(=O)C1=C(C)/C(=C\c2[nH]c(C)c(C(=O)OCC)c2C)N=C1C	98	103	95	83	67	88	nt	1.0*
NCC(O)(c1ccccc1)c1ccccc1	119	97	104	106	104	93	102	93
O=c1[nH]c2cc(Cl)c(Br)cc2o1	119	103	130	94	102	88	93	98

Following part.
SMILES	BT-549	HS 578T	MALME-3M	MDA-MB-231	T-47D	MCF7	MDA-MB-468	LOX IMVI
O=C(N=c1n(-c2ccc(Cl)cc2)nc2n1CCN2C1=NCCN1)c1ccc(Cl)cc1	104	87	108	76	112	89	63	66
CCOc1ccc(Nc2nc3c(s2)C(=O)c2ccccc2C3=O)cc1	87	97	53	34	59	43	69	-5.5*
CN(C)c1ccc(-c2nnc(Cn3c(Cc4cccc5ccccc45)nc4ccccc43)o2)cc1	95	99	97	85	88	82	104	93
CS(=O)(=O)c1ccc(-c2nc3cc(Cl)ccc3n2CC(=O)N/N=C/c2ccccc2)cc1	93	89	99	100	nt	81	97	98
Cc1ccc(/C=C2\N=C3SCCCN3C2=O)c(C)c1	99	108	106	103	83	94	95	96
C/C(=N/O)c1ccc(NC(=O)CSc2nnc(-c3cc(-c4ccccc4)nc4ccccc34)o2)cc1	86	100	102	92	84	90	113	105
Nc1nc(-c2cccc(Cl)c2)nn1C(=S)Nc1ccccc1	99	93	89	95	79	92	98	94
CC1CC(O)CC(C)(C)C1 (stereo unspecified)	102	nt	97	105	104	101	108	102
COc1ccc(C/C(C)=C(\c2ccc(O)cc2)c2ccc(OCCN3CCOCC3)cc2)cc1	112	99	93	102	68	73	119	97
CC(C(=O)O)N1C(N)=NNC1c1ccccc1O (stereo unspecified)	104	91	86	77	60	80	104	78
CCOc1ccc2nc(NC(=O)CSc3nnc4n3S(=O)(=O)c3ccccc3N4C)sc2c1	98	83	84	103	93	82	nt	89
COc1cccc2c1C=CC1(O2)Oc2cccc(OC)c2C=C1C (stereo unspecified)	25	21	60	0.9*	46	13	40	25
O=C(CCBr)NC(=O)Nc1ccccc1	95	105	89	98	91	77	55	71
O=C(CCCCC1CCSS1)Nc1ncnc2n[nH]c(-c3ccc(Oc4ccccc4)cc3)c12 (stereo unspecified)	118	117	109	68	74	43	96	5.9*
CN1CCN(Cc2ccc(NC(=O)c3cncc(C#Cc4c(N)ncc5ccc(F)cc45)c3)cc2C(F)(F)F)CC1	37	-8.5*	-81*	-38*	nt	6.3*	54	-8.6*
CC1(C)CC[C@]2(C(N)=O)CC[C@]3(C)C(=CC[C@@H]4[C@@]5(C)Cc6c([nH]c7ccccc67)C(C)(C)[C@@H]5CC[C@]43C)[C@@H]2C1	95	93	110	91	52	57	98	87
CC(=O)OC(OC(C)=O)C(CSC#N)SC#N (stereo unspecified)	98	118	109	90	87	95	103	94
O=C1Nc2ccccc2/C1=C\c1ccc(OCC(=O)c2ccc(Br)cc2)cc1	57	84	81	82	47	27	52	29
c1ccc(CSc2nnc3c4c5c(sc4nc(-c4cccc6ccccc46)n23)CCCCCC5)cc1	102	103	108	97	104	106	105	100
C=CCN=C1C=C(C)CC(C)(C)C1	102	100	93	100	99	90	93	100
NC(=O)N1CCCCC1	99	119	113	118	99	100	111	107
COc1ccc(NC(=O)[C@@H]2CCC(=O)N2)cc1OC	105	92	111	95	102	99	100	102

Rows were taken by chance; about 12% have a hit in one of these screens.
